# Screening results from PubChem.
# CYP2C19 act: activators of human cytochrome P450 2C19; P33261; recombinant CYP2C19, luciferin-H EGE luminescence; active compounds read high; 0 = fully inhibited enzyme, 1 = untreated enzyme; activation factor at 5 µM; 96,000 tested, under 10 active; AID 1025;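 active = activation factor of at least 2 at 5 µM in the primary screen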;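 also: 0 = wells with 2.5 mM tranylcypromine and 1 = vehicle-only wells; values of inactives mirror those of a sister screen read the other way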
# PLAP activator: activators of human placental alkaline phosphatase; P05187; purified PLAP enzyme, luminescent substrate read-out; active compounds read high; activation fold at 20 µM; hit rate 1.2% among 96,000; AID 696; in the data active = activation fold above about 2
# PostGolgi yeast: growth inhibition of a yeast mutant, post-Golgi transport screen; post-Golgi transport phenotypic cell assay; inhibition, % at 10 µM; hit rate 0.9% among 98,000; AID 739; in the data active = inhibition above about 30%;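 also: yeast cells grown in 1536-well plates; yeast grown about 18 h at 30C before absorbance read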
# CYP2C9 activ: CYP2C9 (human) activation. activation factor at 5 µM. recombinant CYP2C9, luciferin-H conversion, luminescence; active compounds read high; factor 1 = untreated enzyme, 0 = blocked. hit rate 1.4% among 96,000. P11712;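 active = activation factor of 2 or more for CYP2C9 at a 5 µM dose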;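 also: 0 = sulfaphenazole-blocked wells and 1 = vehicle-only wells; values of inactives mirror those of a sister screen read the other way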
# CYP2C9 inh: inhibitors of human CYP2C9. CYP2C9 Supersomes, luciferin-H conversion, luminescence. inhibition, % at 5 µM. hit rate 20% among 96,000. AID 777;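 active = blocking of liver enzyme CYP2C9 beyond about 50% at 5 µM, limit read from the data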; also: values of inactives mirror those of a sister screen read the other way
# EphB4 antag: EphB4-ephrin-B2 interaction antagonism | P54760 | EphB4 LBD / TNYL-RAW-Alexa532 peptide, fluorescence polarization | inhibition, % at 7 µM | hit rate 0.15% among 97,000 | AID 720;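 active = inhibition above the screen-wide mean inhibition plus 3 SD, cut at about 15% in these data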;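 also: 0% = DMSO wells and 100% = excess unlabeled TNYL-RAW peptide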
# Target sequence (P54760 whole entry, looked up, the tested form may be a part): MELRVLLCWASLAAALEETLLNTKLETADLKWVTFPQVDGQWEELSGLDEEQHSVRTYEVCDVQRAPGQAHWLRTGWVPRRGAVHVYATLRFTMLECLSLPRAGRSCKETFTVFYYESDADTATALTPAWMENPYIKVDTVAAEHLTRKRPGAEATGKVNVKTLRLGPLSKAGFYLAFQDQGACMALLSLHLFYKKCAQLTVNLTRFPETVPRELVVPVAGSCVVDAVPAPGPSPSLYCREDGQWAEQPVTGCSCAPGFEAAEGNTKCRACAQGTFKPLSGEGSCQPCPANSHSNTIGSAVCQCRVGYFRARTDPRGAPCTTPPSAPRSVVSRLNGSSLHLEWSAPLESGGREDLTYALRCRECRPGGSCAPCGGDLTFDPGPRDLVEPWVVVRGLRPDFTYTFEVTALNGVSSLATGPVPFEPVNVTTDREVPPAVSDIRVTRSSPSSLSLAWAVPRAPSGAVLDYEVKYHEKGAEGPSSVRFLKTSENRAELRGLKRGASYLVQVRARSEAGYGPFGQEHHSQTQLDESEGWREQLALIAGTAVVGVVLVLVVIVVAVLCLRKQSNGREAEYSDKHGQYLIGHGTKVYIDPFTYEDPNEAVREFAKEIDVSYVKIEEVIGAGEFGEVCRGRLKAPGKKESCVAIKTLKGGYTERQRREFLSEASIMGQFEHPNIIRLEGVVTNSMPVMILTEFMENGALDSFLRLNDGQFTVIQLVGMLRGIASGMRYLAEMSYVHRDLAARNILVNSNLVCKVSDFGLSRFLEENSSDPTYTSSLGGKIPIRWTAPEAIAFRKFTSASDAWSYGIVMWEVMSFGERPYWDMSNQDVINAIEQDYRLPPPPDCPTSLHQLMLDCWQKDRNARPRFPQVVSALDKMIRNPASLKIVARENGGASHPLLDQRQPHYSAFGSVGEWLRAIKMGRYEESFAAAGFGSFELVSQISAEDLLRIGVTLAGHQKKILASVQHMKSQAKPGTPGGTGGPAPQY
# CYP2C19 inh: blocks human cytochrome P450 2C19; CYP2C19 Supersomes, luciferin-H EGE luminescence, 30 min; inhibition, % at 5 µM; hit rate 21% among 96,000; AID 778; P33261;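 active = CYP2C19 inhibition above a set limit at 5 µM in the primary screen, cut at about 50% in these data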;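 also: plate controls were negative control wells for no effect and 2.5 mM tranylcypromine positive control for full effect; values of inactives mirror those of a sister screen read the other way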
# Pyk2 oligo antag: antagonists of human Pyk2 oligomerization; Q14289; Q293 cells, Pyk2 FERM NanoBiT luminescence; active compounds read low; z-score (the deposit names both 25 µM and 10 µM); hit rate 0.83% among 99,000;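 active = Z-score of -3 or lower, scaled per plate to the spread of control and sample wells; inactive = z-score above -3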;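 also: negative z-score means lost luminescence so less FERM oligomerization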
# Ecoli WT expand: growth inhibitors of E. coli BW25113 wild type. OD600 absorbance. growth inhibition, % at 100 µM. hit rate 0.15% among 98,000;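 active = growth inhibition above about 50% at one test dose, limit read from the data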;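 also: growth measured after 20 h incubation at 37 °C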
# Starred values were filed as active, the others as inactive; . = no result given.
SMILES,CYP2C19 act,PLAP activator,PostGolgi yeast,CYP2C9 activ,CYP2C9 inh,EphB4 antag,CYP2C19 inh,Pyk2 oligo antag,Ecoli WT expand
COc1ccc(OC)c(C(O)c2nc3ccccc3n2C(C)C)c1 (stereo not drawn),0.3,1,1,0.6,37,-5,74*,-1.1,-2
FC(F)(F)c1ccc(N2CCOCC2)c(Nc2nc3ccccc3n3cnnc23)c1,0.8,1.3,7,0.9,10,2,20,-0.43,5
Cc1ccc(S(=O)(=O)C2(C(=O)N3CCN(C4CCCCC4)CC3)CC2)cc1,.,.,4,.,.,-2,.,0.11,-8
COC(=O)c1sc(NC(=O)COc2cccc3ccccc23)nc1C,0.8,1,-11,0.7,33,-4,20,-0.07,-17
COc1ccc(OCCC(=O)NC2=NCCS2)cc1,0.2,0.9,2,1.2,-18,1,76*,0.53,6
Clc1ccc(/C=N/c2c(-c3ccco3)nc3ccccn23)cc1,0.9,1.1,-6,0.7,28,0,9,0.02,-10
N#Cc1ccccc1/C=N/Nc1nc(-c2ccccc2)c2cc(Cl)ccc2n1,1,0.8,-2,1,4,5,2,-0.59,-11
CCN(CCN(C)C)C(=O)Cn1ncc2c1-c1cc(C)ccc1OC2,0.7,1.7,8,1,1,-2,27,.,2
CCOC(=O)C1=C(CC)Nc2ccccc2N=C1NC(=O)c1ccc(S(=O)(=O)N(C)C)cc1,0.1,1.8,-3,0.1,93*,-5,92*,-2.1,-10
Cc1c(Cc2ccccc2)sc(N)c1C(N)=O,0.9,1.1,0,0.9,9,-4,13,.,7
CCS(=O)(=O)N1CCN(c2ccc([N+](=O)[O-])c(NCc3ccccc3)c2)CC1,0.9,0.9,23,0.8,21,1,7,-1.3,-11
COCCCN1C(=O)c2ccccc2C1C(=O)NC1CCCCCC1 (stereo not drawn),1.1,1,-4,1.1,-12,0,-8,-0.62,-6
NC(=S)Cc1nc2n(n1)Cc1ccccc1-2,1,0.9,-8,1,1,4,-1,0.25,0
CCOC(=O)c1sc2ncnc(NCc3ccco3)c2c1C,0.6,1,11,0.6,38,-1,41,0.07,0
COC(=O)CSc1nc2cc3c(cc2cc1C#N)OCO3,1,0.9,20,1,0,0,-3,0.89,9
COc1ccc(C2C(C(C)=O)=C(C)N=c3s/c(=C\c4cc(C)n(C)c4C)c(=O)n32)c(OC)c1 (stereo not drawn),0.7,1.1,2,0.6,42,2,32,0.39,-15
O=C(Cn1c(NCCO)nc2ccccc21)c1cccs1,1,0.9,-7,1,-4,-1,-4,1.4,5
CCCn1c(N)nc2ccccc21,1,0.8,-3,1,0,2,3,1.1,4
COc1ccc(NC(=O)c2cc3nc(-c4ccccc4)cc(-c4ccccc4)n3n2)c(OC)c1,0.6,1.3,8,0.2,77*,-2,36,-0.67,-15
CCn1cc(CNC(=O)CCc2ccc(OC)cc2)cn1,0.8,1,0,1,2,-4,15,0.89,7
CCCCOC(=O)c1[nH]c2c(c1C)C(=O)CC(c1cc(OC)c(OC)c(OC)c1)C2 (stereo not drawn),0.6,1.2,1,0.4,63*,.,42,.,0
Cc1noc(C)c1CSc1nnc(-c2cccnc2)n1C1CCCCC1C (stereo not drawn),0.6,1.2,-8,0.9,13,.,41,-0.06,6
N#CCC(CNc1ncc(C(F)(F)F)cc1Cl)OC(=O)c1cccc(C(F)(F)F)c1 (stereo not drawn),0.4,0.8,8,1,4,-4,63*,2.3,4
COC(=O)c1ccc(NC(=O)CSc2nc(C)cc(=O)[nH]2)cc1,1,1,-3,0.8,17,3,0,1.5,-7
O=C(NC1CCCCC1)C(c1cccs1)N(C(=O)Cc1c[nH]c2ccccc12)c1ccc(F)cc1 (stereo not drawn),0.3,1,-6,0.5,48,-4,68*,-1.9,-13

# Some of these compounds in order of their number in CYP2C19 act, rising:
smiles,CYP2C19 act
COc1ccc(OC)c(C(O)c2nc3ccccc3n2C(C)C)c1 (stereo not drawn),0.3
CCS(=O)(=O)N1CCN(c2ccc([N+](=O)[O-])c(NCc3ccccc3)c2)CC1,0.9
O=C(Cn1c(NCCO)nc2ccccc21)c1cccs1,1

# (listing goes on)
SMILES,CYP2C19 act,PLAP activator,PostGolgi yeast,CYP2C9 activ,CYP2C9 inh,EphB4 antag,CYP2C19 inh,Pyk2 oligo antag,Ecoli WT expand
CSc1nsc(SCC(=O)NC2CCCCC2)n1,0,0.9,8,1,1,3,96*,-0.31,3
CCn1c(SCC(=O)n2c(C)c(C)c3ccccc32)nnc1-c1ccco1,0.1,1,7,1.8,-81,3,87*,-0.44,-11
O=C(c1ccc(CNS(=O)(=O)c2cccc(C(F)(F)F)c2)cc1)N1CCOCC1,0.8,1.2,0,1.5,-48,1,16,1.2,5
COc1ccccc1NC(=O)c1c(C)cc(=O)oc1C,1.1,1,-3,1,-4,-5,-9,-0.26,-12
CNS(=O)(=O)c1cccc(C(=O)OCC(=O)N2c3ccccc3CC2C)c1 (stereo not drawn),0.9,0.9,-7,1,-3,0,9,0.12,4
CCSc1ncc(/C=N/Nc2ccc(Cl)cc2)n1C,0.7,1.1,32*,0.8,23,-1,29,1.4,2
CC(CC(=O)Nc1ccc(Cl)c([N+](=O)[O-])c1)c1ccccc1 (stereo not drawn),0.2,0.8,5,0.3,74*,-9,76*,-1.7,10
CCn1c(SCC(=O)Nc2nc(-c3ccc(C)cc3)cs2)nnc1-c1ccccc1,0.6,1.2,-4,0.2,85*,5,42,-2.4,4
CC(C)c1cc(N2CCN(C(=O)c3ccco3)CC2)n2c(nc3ccccc32)c1C#N,0.4,1.1,-15,0.3,74*,3,63*,.,3
CN1CCN(CCCNC(=O)C2CCN(c3nnc(-n4cccc4)s3)CC2)CC1,0.9,1.3,2,1,-2,-6,9,-0.38,2
CS(=O)(=O)c1nc(-c2ccco2)cc(C(F)(F)F)n1,1,1.2,0,1,-3,-2,-4,.,16
CC1(C)Cc2ccccc2-c2nnc(SCc3ccc(C#N)cc3)n21,0.6,0.9,19,0.6,36,-16,45,-1.2,-1
CCOCCCNC(=O)C1CCC(=O)N1CCc1ccccc1 (stereo not drawn),0.9,0.9,14,0.9,8,7,10,0.42,4
COCCNC(=O)CSc1nc2ccccc2c(=O)n1-c1cccc(OC)c1,0.2,1.5,7,0.3,65*,-12,82*,1.8,-5
CCC(CC)C(=O)c1c[nH]c(C(=O)NCCc2ccccn2)c1,1,1,-4,1.1,-6,-1,-4,-0.51,8
CN(C)CC(=O)c1c[nH]c2ccccc12,1,0.8,-2,1,1,-4,2,-0.18,1
COc1ccc(CNc2oc(COc3ccc(Cl)cc3)nc2C#N)cc1,0.7,0.8,3,0.7,29,-1,31,-1.1,-11
COc1ccc(OC)c(NC(=O)CS(=O)(=O)c2ccccc2)c1,0.3,0.9,1,4.3*,-325,3,69*,-0.5,9
CC(=O)Oc1ccc(-c2cccc(C(=O)O)c2)cc1,0.5,1.2,-5,0.9,14,4,50,0.12,-4
Cc1noc(C)c1Cn1nc(C(=O)O)c2ccccc2c1=O,0.6,1.1,-12,0.2,80*,-4,36,0.25,-1
COc1cc(C)c(Cl)cc1S(=O)(=O)n1ccnc1C,0.1,1.1,-9,1.5,-52,9,92*,-0.03,2
COC(=O)C(C)NS(=O)(=O)c1ccc(NC(C)=O)cc1 (stereo not drawn),0.9,1,16,0.9,14,-11,14,1.1,7
Cc1sc2ncnc(NCCCn3ccnc3)c2c1C,0.1,0.7,-1,0.1,90*,2,92*,0.26,3
O=c1c(-c2ccco2)[n+]([O-])c2ccccc2n1OCc1ccccc1,0.8,1.2,-9,0.9,11,2,24,0.5,-3
CCN(CC)C(=O)CSc1nc2ccccc2c(=O)[nH]1,1,1.3,15,0.9,13,2,-4,-0.32,4

# Nothing new here: 4 of the compounds above.
SMILES,CYP2C19 act,PLAP activator,PostGolgi yeast,CYP2C9 activ,CYP2C9 inh,EphB4 antag,CYP2C19 inh,Pyk2 oligo antag,Ecoli WT expand
COc1cc(C)c(Cl)cc1S(=O)(=O)n1ccnc1C,0.1,1.1,-9,1.5,-52,9,92*,-0.03,2
COC(=O)C(C)NS(=O)(=O)c1ccc(NC(C)=O)cc1 (stereo not drawn),0.9,1,16,0.9,14,-11,14,1.1,7
Cc1sc2ncnc(NCCCn3ccnc3)c2c1C,0.1,0.7,-1,0.1,90*,2,92*,0.26,3
O=c1c(-c2ccco2)[n+]([O-])c2ccccc2n1OCc1ccccc1,0.8,1.2,-9,0.9,11,2,24,0.5,-3

# The results go on.
SMILES,CYP2C19 act,PLAP activator,PostGolgi yeast,CYP2C9 activ,CYP2C9 inh,EphB4 antag,CYP2C19 inh,Pyk2 oligo antag,Ecoli WT expand
Cc1cc(Nc2ncc(Cl)cc2Cl)n[nH]1,0.3,1.9,-4,0.9,6,3,71*,-0.02,12
COc1ccc(CCN2C(=NC(=O)CCC(=O)O)SC3CS(=O)(=O)CC32)cc1OC (stereo not drawn),0.9,0.9,-8,0.9,14,-4,10,-0.3,-3
N#CCCN1CCN(S(=O)(=O)c2ccc(S(=O)(=O)NCC3CCCO3)cc2)CC1 (stereo not drawn),1.2,1.2,0,0.9,6,.,-23,.,0
Oc1ccc(C=NCC2COc3ccccc3O2)cc1 (stereo not drawn),0.9,0.8,-4,0.7,27,-3,9,1,-3
COc1ccc(/C=c2\sc3nc(-c4ccccc4OC)nn3c2=O)c(OC)c1,0.9,1.3,-7,1.3,-33,1,5,0.48,0
Cc1nn(C(C)C(=O)NCc2ccccc2)c(C)c1[N+](=O)[O-] (stereo not drawn),0.9,0.9,6,0.9,8,2,14,0.46,4
Clc1ccc(Nc2ncnc3ccc(Br)cc23)cc1,0.6,1.1,-3,1.1,-10,2,41,-2.6,-5
CCOC(=O)C1=C(N)Oc2c(oc(CO)cc2=O)C1c1c(F)cccc1Cl (stereo not drawn),0.3,1.6,6,0.4,59*,2,71*,0.52,8
Cc1ccc(S(=O)(=O)CCc2nnc(NC(=O)C3CCCO3)s2)cc1 (stereo not drawn),0.8,0.9,1,0.9,5,4,19,0.68,0
CNS(=O)(=O)c1ccc(Oc2ccc(S(=O)(=O)NC)cc2)cc1,0.9,1.4,-2,0.6,40,6,10,1.3,-11
Cc1cc(C)n2c(SCC(=O)N3CCN(S(=O)(=O)c4ccc(Cl)cc4)CC3)nnc2n1,0.7,1.1,2,1.1,-6,3,33,-0.03,-3
CC1CCCCN1CCNC(=O)C1CCN(S(=O)(=O)N2CCCCC2)CC1 (stereo not drawn),1,1.1,3,0.9,9,-3,-2,0.43,0
CC(/C=C/c1ccccc1)=N/NC(=O)CNC(=O)c1ccc2c(c1)OCO2,1.1,0.9,-10,1.1,-13,-1,-14,0.82,-7
COc1ccccc1N1CCN(C(=O)C2CCN(S(=O)(=O)c3ccc(F)cc3)CC2)CC1,1,1.8,.,0.9,5,.,0,0.51,.
CCC(C(=O)Nc1ccccc1-c1ccccc1)c1ccccc1 (stereo not drawn),0.5,0.9,3,0.7,27,-4,49,-1.4,1
CN1CC(=O)NC1=NC(=O)C12CC3CC(CC(C3)C1)C2,0.9,2.6*,4,0.9,10,-1,11,0.56,-2
O=C(Nc1ccc2sc3ccccc3c(=O)c2c1)c1ccccc1Cl,0.9,1,2,1.1,-9,-4,14,-2.1,0
Cc1ccnc2ccc(-c3nc4ccccc4o3)cc12,0.8,1.2,3,1,0,0,18,-1.8,-11
CC1=C(C(=O)NCc2ccccc2)C(c2ccc(C)o2)n2ncnc2N1 (stereo not drawn),0.9,0.8,-2,0.7,28,0,7,-2.6,2
O=S1(=O)C=C(SCCN2CCCCC2)c2ccccc21,0.8,1.1,0,0.9,10,-3,21,-0.47,5
C=CCOc1ccc2ccccc2c1/C=N/O,0.7,0.9,1,0.7,32,4,29,1.1,19
O=C1c2ccccc2C(=O)N1CCSC(=S)N1CCOCC1,0.5,1,21,0.8,24,-2,55*,0.64,0
CCN1CCN(C(=O)c2ccc(COc3ccc(Cl)cc3)o2)CC1,1,1.4,6,1,1,4,-3,0.05,18
CCOc1cc2[nH]c(=S)n(CCN3CCCCC3C)c(=O)c2cc1OCC (stereo not drawn),1,1.6,-9,0.8,18,-5,2,0.28,-3
CC(=O)c1cc(-c2nc3ccccc3n2C)n(C)c1,0.4,1,-2,0.3,73*,10,56*,0.46,-1
